Screens: PubChem, several laboratories
ssDAF12 agonist = S. stercoralis DAF-12 nuclear receptor activators, primary screen, cell-based, luminescence, HEK293, GRIP1 co-expression, lit1-tk-luc. Nuclear hormone receptor DAF-12 (Strongyloides stercoralis). HEK293 ssDAF-12/GRIP1 lit1-tk-luc reporter; % of 3 µM dafachronic acid response. hit rate 1% among 370,000. activation, % at 6.8 µM. AID 652126, 2013;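 active = activation above the mean over all tested compounds plus 3 SD, cut at about 0.9% in these data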;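 also: 0% = DMSO-only wells and 100% = 3 µM delta7-dafachronic acid wells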
DAX1 inh-1 = DAX1 (NR0B1) inhibitors, primary screen, cell-based, HEK293, Gal4-DAX1, luciferase luminescence. hit rate 0.99% among 340,000. HEK293 Gal4-DAX1 luciferase reporter. AID 504766, 2011. inhibition, % at 6.75 µM. Nuclear receptor subfamily 0 group B member 1 (Homo sapiens), P51843;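 active = inhibition above the mean over all tested compounds plus 3 SD, cut at about 4.2% in these data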;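 also: 0% = DAX1-transfected cells with DMSO and 100% = empty-vector control cells with DMSO; inhibition shows as a rise in luminescence from relieved DAX1 repression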
hgDAF12 agonist = H. glycines DAF-12 receptor agonists, primary screen, cell-based, luminescence, HEK293, GAL4 fusion, UAS-luciferase | AID 687014, 2013 | hit rate 1.8% among 370,000 | activation, % at 6.8 µM | HEK293 GAL4-hgDAF12 UAS-luciferase reporter, agonist luminescence; normalized to butyrate control;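 active = activation above a cutoff set at the mean of all screened compounds plus 3 SD, cut at about 10% in these data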;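 also: 0% = DMSO wells and 100% = sodium butyrate wells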
ADAM17 inh = ADAM17 inhibitors, primary screen, biochemical, QFRET. Disintegrin and metalloproteinase domain-containing protein 17 (Homo sapiens), P78536. recombinant ADAM17, EDANS/DABCYL FRET peptide cleavage. inhibition, % at 6.95 µM. hit rate 0.83% among 370,000;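 active = inhibition above the mean of compounds lying between control limits plus 3 SD, set per campaign, cut at about 8.5% in these data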;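 also: 0% = DMSO-only wells as the low control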
ADAM10 inh = human ADAM10 inhibitors, primary screen, biochemical, QFRET, HTS; Disintegrin and metalloproteinase domain-containing protein 10 (Homo sapiens), O14672; recombinant ADAM10, EDANS/DABCYL FRET peptide cleavage, 3 h; inhibition, % at 7 µM; hit rate 0.62% among 370,000; AID 720582, 2013;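 active = inhibition above a per-campaign cutoff equal to the mean of compounds falling between control-based bounds plus 3 SD, cut at about 20% in these data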;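 also: 0% = DMSO wells while the 100% control is not disclosed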
NPR1 activator = GC-A stimulated cGMP production enhancers – HEK293 GC-A cells, cGMP TR-FRET, EC30 ANP, primary screen | Atrial natriuretic peptide receptor 1 (Homo sapiens), P16066 | 0% at EC30 ANP, 100% saturating ANP | activation, % at 10 µM | hit rate 0.14% among 370,000; in the data active = activation above about 40%
Target sequence (P16066 whole entry, looked up): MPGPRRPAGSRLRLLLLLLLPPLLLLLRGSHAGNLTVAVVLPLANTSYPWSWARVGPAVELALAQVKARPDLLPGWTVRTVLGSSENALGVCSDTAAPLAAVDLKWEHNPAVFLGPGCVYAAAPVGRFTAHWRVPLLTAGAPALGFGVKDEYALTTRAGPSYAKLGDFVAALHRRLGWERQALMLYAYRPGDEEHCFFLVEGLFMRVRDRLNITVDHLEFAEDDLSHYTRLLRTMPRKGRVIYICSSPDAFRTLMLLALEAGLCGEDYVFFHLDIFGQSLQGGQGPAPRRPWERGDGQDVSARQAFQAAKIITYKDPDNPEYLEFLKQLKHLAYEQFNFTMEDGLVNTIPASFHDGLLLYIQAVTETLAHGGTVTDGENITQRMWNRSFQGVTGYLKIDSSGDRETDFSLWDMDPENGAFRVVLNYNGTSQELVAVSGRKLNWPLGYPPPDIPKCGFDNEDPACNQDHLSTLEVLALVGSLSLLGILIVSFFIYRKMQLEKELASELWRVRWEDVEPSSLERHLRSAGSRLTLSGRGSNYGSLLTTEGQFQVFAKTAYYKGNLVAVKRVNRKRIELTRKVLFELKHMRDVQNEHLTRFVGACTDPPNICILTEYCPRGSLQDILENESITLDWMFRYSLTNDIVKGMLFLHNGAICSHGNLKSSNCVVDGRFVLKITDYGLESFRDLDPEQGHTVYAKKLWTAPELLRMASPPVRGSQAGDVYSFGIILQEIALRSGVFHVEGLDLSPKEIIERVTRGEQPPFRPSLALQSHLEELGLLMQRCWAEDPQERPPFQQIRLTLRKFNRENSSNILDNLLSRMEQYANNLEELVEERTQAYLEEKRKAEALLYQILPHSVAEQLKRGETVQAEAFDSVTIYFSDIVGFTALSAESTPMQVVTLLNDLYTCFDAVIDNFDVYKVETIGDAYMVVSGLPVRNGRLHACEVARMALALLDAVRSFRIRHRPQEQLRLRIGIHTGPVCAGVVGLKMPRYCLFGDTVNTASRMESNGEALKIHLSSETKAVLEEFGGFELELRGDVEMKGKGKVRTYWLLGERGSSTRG
PG9 Ab binder = binders of HIV-1 gp120 antibody PG9, primary screen, biochemical, TR-FRET | HIV-1 gp120 / PG9 antibody interaction | TR-FRET gp120-PG9 antibody binding | inhibition, % at 6.7 µM | hit rate 0.43% among 360,000 | AID 624416, 2012; in the data active = inhibition above about 8.5%
FXN GAA850 act = FXN promoter activators, primary screen, cell-based, luciferase luminescence, HEK293 lucGAA850 | hit rate 0.56% among 360,000 | HEK293 lucGAA850 FXN promoter luciferase reporter, 24 h; percent of 10 µM SAHA response | activation, % at 6 µM;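 active = activation above the average of all compounds screened plus 3 SD, cutoff fixed separately per campaign, cut at about 7.5% in these data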;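 also: 0% = DMSO wells and 100% = 10 µM SAHA wells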
hcDAF12 agonist = H. contortus DAF-12 nuclear receptor activators, primary screen, cell-based, luminescence, HEK293, lit1-tk-luc reporter | HEK293 hcDAF-12 lit1-tk-luc reporter; 0% DMSO, 100% Δ7-dafachronic acid | activation, % at 6.8 µM | hit rate 1.4% among 370,000 | AID 652067, 2013;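 active = activation above the mean of all tested compounds plus 3 SD, cut at about 5.5% in these data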;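 also: 100% = response to 3 µM Δ7-dafachronic acid high control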
SMARCA2 activ = SMARCA2 (BRM) function activators, primary screen, cell-based, luminescence, high throughput. MG213 cells, MMTV-luciferase reporter, dexamethasone, overnight. activation, % at 9.1 µM. hit rate 1% among 370,000; in the data active = activation above about 7.8%;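 also: 0% = vehicle wells and 100% = reference activator wells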
DAX1 inh-2 = DAX1 (NR0B1) inhibitors on StAR promoter, primary screen, cell-based, luminescence, SF-1 (NR5A1), full-length DAX-1 | HEK293T StAR-luciferase reporter, SF-1/DAX-1 repression relief | inhibition, % at 6.8 µM | hit rate 1.1% among 370,000 | AID 652010, 2013;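 active = inhibition above the mean over all tested compounds plus 3 SD, cut at about 3.6% in these data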;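 also: 0% = DAX-1 cells with DMSO and 100% = cells lacking DAX-1 with DMSO; higher inhibition means more luminescence from relief of DAX-1 repression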
An asterisk follows results filed as active; i = inactive; . = not tested or not shown. This is a random part of the collection. Share with any hit: about 6.8%.

Sample of the layout (6 entries):
SMILES	ssDAF12 agonist	DAX1 inh-1	hgDAF12 agonist	ADAM17 inh	ADAM10 inh	NPR1 activator	PG9 Ab binder	FXN GAA850 act	hcDAF12 agonist	SMARCA2 activ	DAX1 inh-2
CC(=O)O/N=C/c1c(N2CCOCC2)n(C)c2ccccc12	0.3	-0.3	4.3	-2	-4	1	-2.1	-4.1	0.6	-3	-1.8
CCN(CC)c1ccc(/C=N/NC(=S)NCc2ccccc2)cc1	-0.9	0.2	5.8	-60	-257	-2	1.6	1.1	0.4	-4	-0.7
O=C(c1cc(F)c(F)c(F)c1F)N1CCN(C(=O)C2CCCO2)CC1 (stereo not given)	-1.1	-0.8	1.6	8.7*	-4	1	-0.2	-1.5	0.6	-4	1.7
CC(=O)Oc1ccc2c(=O)c(-c3ccccc3)coc2c1	-1.4	0.2	13*	-102	-288	1	1.1	5.5	1.5	10*	5.9*
CC(C)Cn1c(-c2cc([N+](=O)[O-])ccc2Cl)nc2c1c(=O)[nH]c(=O)n2Cc1ccccc1	-1.4	-0.9	-2.1	8	14	-10	0.1	1.5	-2.6	-3	-0.3
CCCCNC(=O)CNC(=O)c1nn(-c2ccc(OC)cc2OC)c(=O)c2ccccc12	0.0	-0.8	6.3	-2	-4	4	-2.5	0.6	1.6	0	0.4

The list itself, previewed entries included:
SMILES	ssDAF12 agonist	DAX1 inh-1	hgDAF12 agonist	ADAM17 inh	ADAM10 inh	NPR1 activator	PG9 Ab binder	FXN GAA850 act	hcDAF12 agonist	SMARCA2 activ	DAX1 inh-2
CC(=O)O/N=C/c1c(N2CCOCC2)n(C)c2ccccc12	0.3	-0.3	4.3	-2	-4	1	-2.1	-4.1	0.6	-3	-1.8
CCN(CC)c1ccc(/C=N/NC(=S)NCc2ccccc2)cc1	-0.9	0.2	5.8	-60	-257	-2	1.6	1.1	0.4	-4	-0.7
O=C(c1cc(F)c(F)c(F)c1F)N1CCN(C(=O)C2CCCO2)CC1 (stereo not given)	-1.1	-0.8	1.6	8.7*	-4	1	-0.2	-1.5	0.6	-4	1.7
CC(=O)Oc1ccc2c(=O)c(-c3ccccc3)coc2c1	-1.4	0.2	13*	-102	-288	1	1.1	5.5	1.5	10*	5.9*
CC(C)Cn1c(-c2cc([N+](=O)[O-])ccc2Cl)nc2c1c(=O)[nH]c(=O)n2Cc1ccccc1	-1.4	-0.9	-2.1	8	14	-10	0.1	1.5	-2.6	-3	-0.3
CCCCNC(=O)CNC(=O)c1nn(-c2ccc(OC)cc2OC)c(=O)c2ccccc12	0.0	-0.8	6.3	-2	-4	4	-2.5	0.6	1.6	0	0.4
CC(C)(C)OC(=O)N/N=C\c1cccnc1	-1.0	-0.1	8.4	1	3	0	-1.1	5.6	0.9	2	0.9
Cc1nc(C)c(C(=O)Nc2cccc(Cl)c2)o1	-1.5	1.1	2.0	-8	-6	-1	-1.4	1.1	-0.9	-1	-0.1
NS(=O)(=O)c1ccc(CCNC(=O)CCCNC(=O)c2ccc(Cl)cc2)cc1	-1.0	-1.1	-0.8	-3	-6	3	0.8	-0.2	1.4	-3	-0.5
O=C(Nc1ccccc1)Nn1cnnc1	-0.5	0.9	0.3	-4	2	4	-1.3	1.2	-1.5	0	0.2
CCOC(=O)Cn1nc(-c2ccc(F)cc2)oc1=O	-0.7	-0.1	3.5	-4	1	-1	0.7	-2.4	-0.8	0	-0.4
COc1ccc(-c2nn(-c3ccccc3)cc2C(=O)NC2CCC(C)CC2)cc1 (stereo not given)	-1.0	0.9	6.2	-6	-1	-1	0.9	2.3	-1.4	-1	2.3
COc1ccc(/C=N/NC(=S)Nc2ccccc2)cc1COc1cccc(C)c1C	-1.0	-0.6	3.2	0	4	-6	-0.7	1.5	0.1	-3	0.0
c1ccc(Nc2cc(Nc3ccccc3)[nH]n2)cc1	-0.8	-0.3	-3.6	-3	0	-2	-1.7	6.3	-1.5	-2	-0.1
CC(CC(=O)O)CC(=O)Nc1ccccc1C(=O)O (stereo not given)	-0.9	1.3	1.0	-6	1	1	0.7	-0.1	-1.0	-2	-0.3
COCCCn1c(SCC(=O)n2c(C)c(C)c3ccccc32)nnc1-c1ccoc1C	0.5	0.5	1.8	0	-20	-10	0.7	0.5	0.6	-4	0.1
O=C(Nc1nccs1)C(c1ccccc1)N1CCCCC1 (stereo not given)	-1.0	-0.8	0.1	-2	-1	-6	-0.6	0.0	-0.4	1	-0.5
N#Cc1nc(-c2cccs2)oc1N1CCN(Cc2ccccc2)CC1	-1.2	-0.2	-0.4	-174	i	-1	0.8	0.9	-3.8	-1	-0.5
CN1CCCC1CCNc1ccc2oc3ccccc3c(=O)c2c1 (stereo not given)	0.0	.	7.8	-6	-28	3	-2.6	.	2.6	4	2.1
O=C(NNC(=O)c1ccc(Cl)c([N+](=O)[O-])c1)c1ccncc1	-1.4	-1.3	-2.4	-4	-15	4	0.6	1.7	-0.6	-2	-0.5
CC1Cc2cc(-c3csc(NC(=O)Cc4cccs4)n3)ccc2N1S(C)(=O)=O (stereo not given)	-3.4	-5.0	-12	2	17	-2	-0.2	-12	-5.7	-8	-4.5
CC(C)C[C@@H](CO)N1CCN(Cc2ccc([N+](=O)[O-])cc2)CCC1=O	-1.1	2.4	-0.6	-3	-3	-2	0.6	0.6	-0.7	-1	-0.4
CCN(Cc1ccncc1)C(=O)c1cc(COc2ccc(C)c(C)c2)on1	-1.2	0.8	0.2	-3	2	4	-2.0	0.6	-2.5	0	-3.7
CCC(CC)C(=O)c1c[nH]c(C(=O)NCc2ccco2)c1	-1.8	0.7	1.7	0	-8	3	0.1	3.2	-1.4	0	0.3
COCCNc1nc2c(c(=O)n(Cc3ccccc3F)c(=O)n2C)n1C	-1.2	0.6	-1.3	-2	-3	3	-0.9	1.6	-1.1	-1	-0.9
C=CCOc1nc2c(c(=O)n(C)c(=O)n2C)n1Cc1ccc(Cl)cc1	-1.9	1.1	0.8	-1	-12	7	-0.7	2.8	-0.1	-2	0.0
O=C1c2ccccc2[C@@H]2C[C@H](NC34CC5CC(CC(C5)C3)C4)[C@@H](O)CCN12	-0.8	-0.5	2.2	-3	3	4	1.1	-1.3	-0.1	2	0.7
CC(=O)Nc1ccc(C(=O)OCC(=O)c2ccc(C)c([N+](=O)[O-])c2)cc1	-1.3	-0.4	-1.2	-2	0	2	-1.3	-1.6	-0.5	1	-0.5
CCOc1cc(C(=S)N2CCOCC2)ccc1O	-1.1	-0.2	0.3	-3	3	3	0.5	0.7	-1.0	0	-0.5
CN(CCC#N)C(=O)Cn1nc(Cc2ccncc2)c2ccccc2c1=O	-0.8	0.1	-2.0	1	-1	-2	-1.8	2.1	3.2	1	0.2
CC(=O)OCc1c(COC(C)=O)[n+](=O)c2ccccc2n1[O-]	-1.3	-0.6	2.7	-7	-9	3	0.2	-0.4	1.5	-2	0.5
COc1cccc(CN2CCC(C(=O)N3CCN(Cc4ccc5c(c4)OCO5)CC3)CC2)c1	-1.3	-0.7	2.2	-1	-12	3	-1.1	-0.8	-2.9	0	-1.2
COc1ccc(C(C(=O)NC2CCCCC2)N(Cc2cccs2)C(=O)Cc2c[nH]c3ccccc23)cc1 (stereo not given)	-1.9	-0.7	-1.6	1	-8	-25	-1.3	-2.1	-1.6	-1	-0.7
O=C(NCC1CCCO1)c1ccc(Cl)c(S(=O)(=O)N2CCCCC2)c1 (stereo not given)	-1.4	-0.5	-3.2	0	-1	-4	-0.7	1.9	0.3	-1	-2.0
COc1ccc2c(c1O)-c1ccccc1CCN(C)C2	-0.9	2.0	-2.7	-1	-12	2	-0.4	0.1	1.5	1	0.1
O=C(NCc1ccccc1)C1=C[C@H](c2coc3ccccc3c2=O)C[C@H](OCc2ccc(CO)cc2)O1	-1.1	0.8	0.8	-4	-3	0	-1.3	-0.5	-1.9	1	-0.5
COc1ccc(-c2csc(NC(C)c3nc4cc(Cl)c(Cl)cc4n3CCCO)n2)cc1 (stereo not given)	-1.4	1.3	1.5	7	13	-1	-2.1	-0.4	-1.5	-1	0.3
COC(=O)CN(C#N)c1nc(NCc2ccccc2)nc(OC)n1	-1.2	-0.5	0.9	4	4	-5	-0.4	3.0	-0.7	-2	-0.1
CN(C)CCCNC(=O)C1(O)c2cc(Br)ccc2NC(=O)N1c1c(F)cccc1F (stereo not given)	-1.4	0.2	-1.5	2	-1	4	-1.8	0.7	-1.8	4	0.0
Cc1ccc(COCCN2CCN(S(=O)(=O)c3ccc(C)cc3)CCC2=O)cc1	-1.2	-1.9	-2.6	-4	-8	1	-0.3	0.4	-3.0	0	-0.8
O=C(CSc1nncn1-c1ccccc1)Nc1ccc(N2CCOCC2)cc1	-1.6	-0.5	0.0	4	8	-1	-4.2	-0.2	-1.4	0	-0.4
O=C1CC(O)(C(F)F)Oc2ccc3ccccc3c21 (stereo not given)	-1.0	1.8	1.2	-145	-455	2	0.3	0.4	-0.7	0	-0.1
O=C(CNS(=O)(=O)c1ccccc1)OCC(=O)c1c[nH]c2ccccc12	-0.2	0.9	-0.3	-1	-3	0	-2.0	2.0	2.1	-1	1.2
O=S(=O)(c1ccccc1)N1CCN(CCOc2ccc(F)cc2)CC1	-2.0	0.0	-2.4	0	4	1	-2.5	-1.1	-2.3	-1	-2.6
CCOC(=O)N1CCN(C(=O)C2CCN(S(=O)(=O)c3ccc(F)cc3)CC2)CC1	-0.7	0.8	-2.2	0	-2	2	-1.1	0.7	0.4	2	0.6
COc1ccc(/C=C(\NC(=O)c2ccccc2)C(=O)NCc2cccnc2)cc1	-1.8	-1.0	1.5	1	8	-1	-1.6	0.4	0.7	-1	-0.2
O=C(NC1CCCCC1)C(c1ccc2ncccc2c1)N(Cc1cccs1)C(=O)c1cccs1 (stereo not given)	-1.2	-0.7	-1.4	-3	5	-8	-0.4	-6.0	-2.3	-2	0.5
CC(OC(=O)c1ccc2noc(-c3ccccc3)c2c1)C(N)=O (stereo not given)	-1.4	-0.1	1.5	-9	-22	0	-2.1	0.5	1.8	-1	0.4
O=C(CCCCCN1C(=O)c2cccc3cccc(c23)C1=O)NCCCO	-1.0	1.1	3.4	-113	-309	-4	0.4	1.8	-2.3	0	0.5
